From PubChem BioAssay
GRP78 ERSR act = inducers of ER stress response in human glioma cells; U87-MG GRP78 promoter luciferase reporter, 16 h; 420,000 compounds, 0.02% hits; Potency, µM, for the others: at the highest dose activation, most hits filed as activators; AID 602332; note: potency is the fitted concentration of half-maximal effect; series mostly up to about 76 µM; % of control where 0% means no effect; nearly all actives have a fitted effect of over 35% in size
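Stably transfected U87-MG glioma cells carrying a GRP78-based luciferase sensor; 16 h compound incubation. Luminescence end-point read 10 min after Bright-Glo addition at room temperature.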
USP1 inh = blocks the human USP1/UAF1 deubiquitinase complex. O94782. Potency, µM (series often up to 57.1 µM), inactives show top-dose activity change, negative = inhibition, usual class: inhibitors. 390,000 compounds, 0.23% hits. recombinant USP1/UAF1, Ub-Rhodamine cleavage fluorescence; note: potency is the fitted concentration of half-maximal effect; % is set by controls: 0 for no effect and ±100 for the full control effect; nearly all actives have a fitted effect of over 60% in size; inactives centre near -12
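Step one: compound is pinned into 1nM USP1/UAF1 in HEPES pH 7.8 buffer with TCEP. Step two: 15 min room-temperature incubation. Step three: Ub-Rho (150nM final) starts cleavage, tracked by fluorescence over six one-minute reads.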
Vif-APOBEC3F blk = inhibitors of Vif-A3F interaction; HeLa A3F-eYFP + Vif (tagged APOBEC3F with the HIV-1 protein that degrades it), YFP fluorescence increase; Potency, µM (series often up to 46.1 µM), inactives show at the highest dose activity, negative = active; 390,000 compounds, 0.2% hits; AID 602313; note: potency is the fitted concentration of half-maximal effect; % of control where 0% means no effect; nearly all actives have a fitted effect of over 65% in size
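HeLa cells stably expressing A3F-eYFP plus Vif, plated and incubated overnight at 37 deg C, then exposed to compounds overnight at 37 deg C. Blocked degradation read as raised yellow fluorescence (Ex 488/Em 500-530).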
LDHA block = inhibitors of human lactate dehydrogenase A; P00338; purified LDHA, NADH/diaphorase-resazurin fluorescence; active compounds read low; activity change, % (values are at about 110 or 230 µM); 480,000 compounds, 0.15% hits; in the data active = activity change below about -30%; inconclusive = mostly about -25% to -30%;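 note: plate controls were DMSO wells for no effect and wells without enzyme for full effect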
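Resorufin fluorescence (ex540/em590), read at 0 and 20 min after diaphorase/resazurin addition, reports the NADH left after a 5 min room-temperature reaction of 2 nM human LDH5 with 0.06 mM NADH and 0.2 mM pyruvate.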
TrxR1 substrate = substrates of rat thioredoxin reductase 1 | O89049 | purified TrxR1 substrate turnover, NADPH consumption readout | Potency, µM (top dose mostly 114 µM), inactives show top-dose activity change, negative = substrate turnover | 390,000 compounds, 0.01% hits | AID 588456; note: potency is the fitted concentration of half-maximal effect; % is set by controls: 0 for no effect and ±100 for the full control effect; nearly all actives have a fitted effect of over 50% in size
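Rat TrxR1, dispensed at 90 nM, was prereduced with 400 uM NADPH (final) for 5 min at ~22 deg C, then incubated with compound 15 min before 400 uM selenite. A first-read NADPH fluorescence drop versus no-compound background flagged substrates.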
PI4K2A block = inhibitors of human PI4K2A | Q9BTU6 | purified PI4K2A, ADP-Glo luminescence, 1 h; active compounds read low | activity change, negative = inhibition, % at 76.9 µM | 420,000 compounds, 0.13% hits; in the data active = activity change below about -50%; inconclusive = mostly about -30% to -49%;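 note: -100% = wells without enzyme as full effect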
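PI4K2A activity was measured by ADP-Glo luminescence: enzyme (4 ug/mL stock) and phosphatidylinositol (1.2 mM stock) in Tris pH 7.5/MgCl2/EGTA/Triton X-100 buffer were reacted with ATP (300 microM stock) for one hour at ambient temperature.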
IDH1 R132H inh = inhibitors of human mutant IDH1 R132H. Potency, µM (series often up to 76.6 µM), inactives show top-dose activity change, negative = inhibition, usual class: inhibitors. IDH1-R132H enzyme, NADPH consumption, diaphorase/resazurin fluorescence. 390,000 compounds, 0.093% hits. O75874; note: potency is the fitted concentration of half-maximal effect; % is set by controls: 0 for no effect and ±100 for the full control effect; nearly all actives have a fitted effect of over 65% in size
Target sequence (O75874 whole entry R132H, stated change not applied): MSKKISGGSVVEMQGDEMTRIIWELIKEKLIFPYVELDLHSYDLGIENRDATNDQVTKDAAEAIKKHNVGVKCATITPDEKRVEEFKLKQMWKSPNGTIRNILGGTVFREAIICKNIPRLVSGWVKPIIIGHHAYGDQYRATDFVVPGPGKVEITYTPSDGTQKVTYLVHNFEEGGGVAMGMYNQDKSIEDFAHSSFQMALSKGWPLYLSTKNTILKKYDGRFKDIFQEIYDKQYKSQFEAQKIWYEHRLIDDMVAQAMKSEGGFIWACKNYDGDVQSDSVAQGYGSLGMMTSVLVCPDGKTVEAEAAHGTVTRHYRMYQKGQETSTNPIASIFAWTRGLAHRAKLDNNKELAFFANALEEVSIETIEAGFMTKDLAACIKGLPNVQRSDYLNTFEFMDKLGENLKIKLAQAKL
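IDH1-R132H (0.5 ug/mL dispensed) in pH 7.5 Tris buffer was preincubated 30 min with compound, then given a substrate mix of 0.016 mM NADPH and 2 mM alpha-KG for 80 min at room temperature; remaining NADPH was read by diaphorase/resazurin fluorescence.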
Vif-APOBEC3G blk = blocks the Vif interaction with human APOBEC3G; HeLa A3G-eYFP + Vif (tagged APOBEC3G with the HIV-1 protein that degrades it), YFP fluorescence, overnight; Potency, µM (series often up to 46.1 µM), without a hit: at the highest dose activity, negative = active, usual class: inhibitors; 410,000 compounds, 0.076% hits;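 note: potency is the fitted concentration of half-maximal effect; % is set by controls: 0 for no effect and ±100 for the full control effect; nearly all actives have a fitted effect of over 60% in size; hits raise eYFP signal because A3G escapes Vif-driven loss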
Target sequence (Q9HC16 whole entry, looked up): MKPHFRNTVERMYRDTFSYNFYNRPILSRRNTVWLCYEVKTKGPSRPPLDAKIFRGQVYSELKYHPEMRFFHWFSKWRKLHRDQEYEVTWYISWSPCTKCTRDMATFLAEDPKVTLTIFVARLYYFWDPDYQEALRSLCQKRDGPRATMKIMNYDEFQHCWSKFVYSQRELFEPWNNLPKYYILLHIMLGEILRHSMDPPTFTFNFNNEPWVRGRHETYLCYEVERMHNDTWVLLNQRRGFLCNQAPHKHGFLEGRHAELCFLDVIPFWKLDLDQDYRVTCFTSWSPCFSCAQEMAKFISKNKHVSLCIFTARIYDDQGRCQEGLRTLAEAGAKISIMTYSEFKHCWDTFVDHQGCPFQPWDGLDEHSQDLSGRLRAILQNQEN
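HeLa cells stably expressing Vif and C-terminally eYFP-tagged A3G, seeded overnight at 37 deg C, then exposed to compound by pintool overnight at 37 deg C. Rise in yellow fluorescence (Ex 488/Em 500-530, Acumen) marks blocked Vif-driven A3G degradation.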
RXFP1 ag = activates the human relaxin receptor RXFP1; Potency, µM (series often up to 57.5 µM), for inactives: at the highest dose activation, usual class: activators; Q9HBX9; AID 2676; 370,000 compounds, 0.3% hits; HEK293T-RXFP1 cAMP TR-FRET, 30 min; response scale: percent of porcine relaxin response, buffer zero; note: potency is the fitted concentration of half-maximal effect; % is set by controls: 0 for no effect and ±100 for the full control effect; nearly all actives have a fitted effect of over 60% in size; many of its hits are not listed in these tables
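Agonist response is measured as cAMP accumulation in an RXFP1-transfected HEK293T line under PDE4 inhibition. Values are scaled between buffer-only and 29 nM porcine relaxin, and EC50s come from standard Hill equation fits.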
* = called active by the depositor; [ ] = another dose, or the depositor's remark. Unless noted, calls come from the whole dose curve; as a rule, active = well fitted curve in the direction sought with a large enough effect; inconclusive = small, poorly fitted or top-dose-only effect, or another doubt; inactive = no such curve, though single readings can be large; an effect the other way counts as inactive or inconclusive. A portion of the library, so the mix of outcomes need not match the whole.

Start of the data: the first two compounds (preview)
CCS(=O)(=O)N1CCCC(C(=O)NCCc2ccc(C)cc2)C1 (stereo not drawn) was read as GRP78 ERSR act -2%, USP1 inh -24%, Vif-APOBEC3F blk -1%, LDHA block -6, TrxR1 substrate -6%, PI4K2A block -1, IDH1 R132H inh 1%, Vif-APOBEC3G blk -1% and RXFP1 ag 0.3%.
Screening Cc1ccc(-n2c(SCC(=O)Nc3cccc(S(=O)(=O)NC4=NCCCCC4)c3)nc3ccccc3c2=O)cc1 returned GRP78 ERSR act -1%, USP1 inh -2%, Vif-APOBEC3F blk 5%, LDHA block 0, TrxR1 substrate -10%, PI4K2A block -3, IDH1 R132H inh 2%, Vif-APOBEC3G blk 3% and RXFP1 ag 0.9%.

The whole of this part, previewed entries included:
CCS(=O)(=O)N1CCCC(C(=O)NCCc2ccc(C)cc2)C1 (stereo not drawn) was read as GRP78 ERSR act -2%, USP1 inh -24%, Vif-APOBEC3F blk -1%, LDHA block -6, TrxR1 substrate -6%, PI4K2A block -1, IDH1 R132H inh 1%, Vif-APOBEC3G blk -1% and RXFP1 ag 0.3%.
Screening Cc1ccc(-n2c(SCC(=O)Nc3cccc(S(=O)(=O)NC4=NCCCCC4)c3)nc3ccccc3c2=O)cc1 returned GRP78 ERSR act -1%, USP1 inh -2%, Vif-APOBEC3F blk 5%, LDHA block 0, TrxR1 substrate -10%, PI4K2A block -3, IDH1 R132H inh 2%, Vif-APOBEC3G blk 3% and RXFP1 ag 0.9%.
O=C(c1cn2ccccc2n1)N1CCc2c([nH]c3ccccc23)C1c1ccccn1 (stereo not drawn) was read as GRP78 ERSR act -3%, USP1 inh -10%, Vif-APOBEC3F blk 2%, LDHA block 3, TrxR1 substrate -22%[57.1 µM], PI4K2A block 2, IDH1 R132H inh 9%, Vif-APOBEC3G blk 4% and RXFP1 ag -2.1%.
`CCOC(=O)C1=CCC2C(=O)N(C)C(=O)C12` (stereo not drawn) gave GRP78 ERSR act -5%, LDHA block -2, PI4K2A block 3 and Vif-APOBEC3G blk 1%.
Cc1ccc(S(=O)(=O)Nc2ccc(N(C)C)cc2)cc1 was read as GRP78 ERSR act -1%, USP1 inh 0%, Vif-APOBEC3F blk 7%, LDHA block 14, TrxR1 substrate -2%, PI4K2A block -15, IDH1 R132H inh 6%, Vif-APOBEC3G blk -7% and RXFP1 ag -0.6%.
Screening CC(C)C(NC(=O)c1ccccc1F)C(=O)NCc1ccc(F)cc1 (stereo not drawn) returned GRP78 ERSR act -3%, USP1 inh -20%, Vif-APOBEC3F blk 2%, LDHA block -4, TrxR1 substrate 4%[57.1 µM], PI4K2A block -1, IDH1 R132H inh 1%, Vif-APOBEC3G blk -4% and RXFP1 ag 2.4%.
CCOC(=O)C1=C(O)CSC1=Nc1ccc(Cl)cc1 was read as GRP78 ERSR act -4%, USP1 inh -9%, Vif-APOBEC3F blk -2%, LDHA block 0, TrxR1 substrate 5%, PI4K2A block 3, IDH1 R132H inh 5%, Vif-APOBEC3G blk 0% and RXFP1 ag -0.1%.
For Cc1cc(C)c(NS(=O)(=O)c2ccc3c(c2)CC(C)N3C(=O)C2CCC2)c(C)c1 (stereo not drawn) the results were GRP78 ERSR act -3%, USP1 inh -6%, Vif-APOBEC3F blk 0%, LDHA block -2, TrxR1 substrate 0%, PI4K2A block -3, IDH1 R132H inh -2%, Vif-APOBEC3G blk 2% and RXFP1 ag 3.1%.
For COc1cc(Cl)c(NS(=O)(=O)c2ccc3[nH]c(=O)ccc3c2)c(OC)c1 the results were GRP78 ERSR act -4%, USP1 inh inconclusive, Vif-APOBEC3F blk 3%, LDHA block 0, TrxR1 substrate 1%[57.1 µM], PI4K2A block -4, IDH1 R132H inh -9%, Vif-APOBEC3G blk -6% and RXFP1 ag 1.7%.
O=S(=O)(c1cccc2nonc12)N1CCN(c2cccc(Cl)c2)CC1 was read as GRP78 ERSR act -4%, USP1 inh -19%, Vif-APOBEC3F blk 1%, LDHA block 1, TrxR1 substrate -7%, PI4K2A block 6, IDH1 R132H inh 9%, Vif-APOBEC3G blk -5% and RXFP1 ag -2.5%.
Screening O=C(Nc1cccc(Cl)c1)c1nc[nH]c1C(=O)NCCN(CCNC(=O)c1[nH]cnc1C(=O)Nc1cccc(Cl)c1)CCNC(=O)c1[nH]cnc1C(=O)Nc1cccc(Cl)c1 returned GRP78 ERSR act -1%, USP1 inh -9%, Vif-APOBEC3F blk -1%, LDHA block -2, TrxR1 substrate 8%, PI4K2A block 0, IDH1 R132H inh 11% and Vif-APOBEC3G blk -1%.
`O=C(C(=O)N1CCN(c2ccccc2)CC1)c1cn(CC(=O)N2CCCCCC2)c2ccccc12` gave GRP78 ERSR act -4%, USP1 inh -26%, Vif-APOBEC3F blk -4%, LDHA block 1, TrxR1 substrate 2%, PI4K2A block 1, IDH1 R132H inh -2%, Vif-APOBEC3G blk -2% and RXFP1 ag 1.0%.
For COc1ccc(NC(=S)N(CCC(C)C)C2CCN(C(C)C)CC2)cc1Cl the results were GRP78 ERSR act -1%, USP1 inh -14%, Vif-APOBEC3F blk 1%, LDHA block -5, TrxR1 substrate -3%, PI4K2A block -1, IDH1 R132H inh -14%, Vif-APOBEC3G blk 1% and RXFP1 ag -0.3%.
For COc1cc(CNCc2ccco2)ccc1OCc1ccccc1 the results were GRP78 ERSR act 4%, USP1 inh -1%, Vif-APOBEC3F blk 2%, LDHA block -23, TrxR1 substrate 9%, PI4K2A block 3, IDH1 R132H inh -1%, Vif-APOBEC3G blk 0% and RXFP1 ag -1.5%.
For CCOC(=O)C1CCN(C(=O)CN(c2ccc(Oc3ccccc3)cc2)S(C)(=O)=O)CC1 the results were GRP78 ERSR act 2%, USP1 inh -12%, Vif-APOBEC3F blk 1%, LDHA block -1, TrxR1 substrate -4%[57.1 µM], PI4K2A block 5, IDH1 R132H inh 5%, Vif-APOBEC3G blk -2% and RXFP1 ag -1.3%.
COCC1CCCC1OS(N)(=O)=O (stereo not drawn) was read as GRP78 ERSR act -5%, USP1 inh 7%, Vif-APOBEC3F blk -3%, LDHA block -1, TrxR1 substrate 2%, PI4K2A block 2, IDH1 R132H inh -4%, Vif-APOBEC3G blk 1% and RXFP1 ag 0.3%.
`O=C(Nc1ccc(N2CCCC2)cc1)C(c1ccccc1)c1ccccc1` gave GRP78 ERSR act -3%, USP1 inh -18%, Vif-APOBEC3F blk 11%, LDHA block 1, TrxR1 substrate 0%, PI4K2A block -1, IDH1 R132H inh -3%, Vif-APOBEC3G blk 3% and RXFP1 ag 0.9%.
For O=C(O)c1ccc(OCC(O)Cn2c3ccccc3c3ccccc32)cc1 (stereo not drawn) the results were GRP78 ERSR act 0%, USP1 inh -24%, Vif-APOBEC3F blk 7%, LDHA block -11, TrxR1 substrate 7%, PI4K2A block 2, IDH1 R132H inh 2%, Vif-APOBEC3G blk 0% and RXFP1 ag 1.6%.
Cc1ccccc1C(=O)NNC(=O)c1ccncc1 was read as GRP78 ERSR act -3%, USP1 inh -17%, Vif-APOBEC3F blk -1%, LDHA block -9, TrxR1 substrate 6%[57.1 µM], PI4K2A block 0, IDH1 R132H inh 6%, Vif-APOBEC3G blk 5% and RXFP1 ag 0.3%.
`Cc1ccc(N(C(=O)CNC(=O)c2ccco2)C(C(=O)NC2CCCC2)c2cccnc2)cc1C` (stereo not drawn) gave GRP78 ERSR act -5%, USP1 inh -21%, Vif-APOBEC3F blk 2%, LDHA block -2, TrxR1 substrate -8%, PI4K2A block -10, IDH1 R132H inh 0%, Vif-APOBEC3G blk 1% and RXFP1 ag 2.5%.
`CS(=O)(=O)N(CC(=O)NCc1ccccn1)Cc1ccc(Cl)cc1` gave GRP78 ERSR act 1%, USP1 inh -4%, Vif-APOBEC3F blk 5%, LDHA block -2, TrxR1 substrate 0%[57.1 µM], PI4K2A block 4, IDH1 R132H inh 2%, Vif-APOBEC3G blk 1% and RXFP1 ag 0.8%.
O=C1CN(C(=O)N[C@@H](Cc2ccccc2)C(=O)N[C@H](C(=O)O)c2ccccc2)c2ccccc2N1 was read as GRP78 ERSR act -4%, USP1 inh -24%, Vif-APOBEC3F blk 2%, LDHA block -3, TrxR1 substrate 9%, PI4K2A block 7, IDH1 R132H inh -4%, Vif-APOBEC3G blk 1% and RXFP1 ag 0.1%.
COC(=O)c1ccc(NC(=O)CSc2nc3ncccc3[nH]2)cc1 was read as GRP78 ERSR act 0%, USP1 inh 6%, Vif-APOBEC3F blk -2%, LDHA block -7, TrxR1 substrate 7%[57.1 µM], PI4K2A block -3, IDH1 R132H inh 0%, Vif-APOBEC3G blk -3% and RXFP1 ag 3.5%.
For CCOc1ccc(CNC(=O)c2cc3cc(S(=O)(=O)N4CCCCC4)ccc3n2C)cc1 the results were GRP78 ERSR act -4%, USP1 inh inconclusive, Vif-APOBEC3F blk 2%, LDHA block 3, TrxR1 substrate -1%[57.1 µM], PI4K2A block -1, IDH1 R132H inh 22%, Vif-APOBEC3G blk 2% and RXFP1 ag 4.8%.
Cc1cc(Cl)ccc1NNC(=O)c1snnc1C was read as GRP78 ERSR act 1%, USP1 inh -13%, Vif-APOBEC3F blk -12%, LDHA block -2, TrxR1 substrate 8%[57.1 µM], PI4K2A block -1, IDH1 R132H inh 4%, Vif-APOBEC3G blk -6% and RXFP1 ag -0.6%.
